# DNMT1 block: DNMT1 (human) enzyme inhibition; DNMT1 molecular beacon, Hinp1I cleavage, fluorescence; P26358; 360,000 tested, 0.83% active; inhibition (reported as % activation of signal), % at 10 µM; in the data active = inhibition above about 50%
# CSN deneddyl inh: CSN deneddylation inhibition; Q92905; Purified CSN, SCF-Nedd8-OG deneddylation, fluorescence polarization; inhibition, % at 12.5 µM; 360,000 tested, 0.38% active; AID 651999;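 active = pattern-corrected inhibition above about 35%, with an unprinted fluorescence ratio check between 0.5 and 1.5, limit read from the data, passing the limit was not always enough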;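 note: 0% = enzyme with substrate and 100% = substrate without enzyme; some results filed as inactive read as strong as hits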
#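 Test system: purified human Csn5 enzyme expressed in HEK293T cells. Amount: 0.24 nM enzyme. Reagent: SCFSkp2-Nedd8OG substrate at 10 nM final. Schedule: 90 min incubation of compound, enzyme and substrate at room temperature. Detection: fluorescence polarization. Read-out: % inhibition of substrate cleavage by Csn5.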
# LMPTP inh: LMPTP (human) inhibition. recombinant LMPTP-A, OMFP fluorogenic substrate, fluorescence intensity. inhibition, % at 20 µM. 360,000 tested, 0.22% active;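 active = compounds that cut the enzyme signal by at least half of the control window in the single-dose screen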;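 note: plate controls were DMSO wells with enzyme plus substrate for no effect and substrate without enzyme for full effect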
#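 test system = LMPTP-A | amount = 0.625 nM LMPTP-A final | reagent = fluorogenic phosphatase substrate OMFP at 400 µM final | incubation = 50 min at room temperature | benchmarks = no-enzyme low control, uninhibited high control | medium = Bis-Tris pH 6.0, DTT, detergent | signal = fluorescence intensity of OMFP turnover product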
# Rpn11 block: blocks the human proteasome subunit Rpn11; human 26S proteasome, Ub4-pepOG fluorescence polarization; 20S core pre-blocked with epoxomicin; 360,000 tested, 0.59% active; calls only at 20 µM;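 active = inhibition at 20 µM, scaled to each plate's controls, above about 33%, limit read from the data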
# Target sequence (O00487 whole entry, looked up): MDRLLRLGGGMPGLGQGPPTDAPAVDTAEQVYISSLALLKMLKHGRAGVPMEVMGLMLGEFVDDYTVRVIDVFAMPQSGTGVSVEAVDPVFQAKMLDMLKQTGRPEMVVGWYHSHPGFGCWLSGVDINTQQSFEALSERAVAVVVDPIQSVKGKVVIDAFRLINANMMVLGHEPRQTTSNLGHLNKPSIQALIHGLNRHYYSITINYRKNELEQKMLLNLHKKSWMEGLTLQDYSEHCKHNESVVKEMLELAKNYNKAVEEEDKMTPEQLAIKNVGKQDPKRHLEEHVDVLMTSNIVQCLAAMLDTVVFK
# Rin1 Abl inh: human Rin1-Abl interaction inhibition; P00519+Q13671; TR-FRET Rin1/Abl binding, biochemical; inhibition, % at 7.35 µM; 360,000 tested, 0.4% active; in the data active = inhibition above about 5%, passing the limit was not always enough
# SUMO1 PPI mod: modulators of human SUMO1-mediated protein-protein interactions; SUMO1 binding to a labelled peptide, TR-FRET, 1 h; inhibition, % at 20 µM; 360,000 tested, 0.33% active; AID 602429; in the data active = inhibition above about 37%
# Target sequence (P63165 whole entry, looked up): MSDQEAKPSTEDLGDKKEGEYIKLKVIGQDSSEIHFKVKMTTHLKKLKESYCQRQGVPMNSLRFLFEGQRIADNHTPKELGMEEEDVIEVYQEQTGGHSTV
# Scp-1 inhibitor: Scp-1 (human) phosphatase inhibition; 340,000 tested, 0.88% active; inhibition, % at 20 µM; Recombinant Scp1, phosphopeptide, malachite green phosphate absorbance; Q9GZU7;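 active = inhibition above about 50% at 20 µM, limit read from the data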;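 note: plate controls were DMSO wells with enzyme for no effect and wells lacking enzyme for full effect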
#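 assay system = SCP-1 phosphatase catalytic domain, residues 76-261 | buffer or medium = 50 mM Tris acetate pH 5.5, 0.005% Tween-20, 10 mM MgCl2 | incubation = enzyme reaction 45 min at room temperature, colour 5 min, stabilisation 30 min | signal = Phosphate-binding colour reagent, absorbance read at 630 nm | measure = % inhibition at 20 µM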
# STEP block: inhibitors of human striatal-enriched phosphatase STEP | inhibition, % at 20 µM | 360,000 tested, 0.25% active | AID 588621 | recombinant STEP, OMFP fluorogenic substrate, fluorescence;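 active = inhibition at 20 µM, scaled per plate between control wells, above about 37%, limit read from the data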;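 note: 0% = DMSO with enzyme and substrate and 100% = substrate only without enzyme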
# Target sequence (P54829 whole entry, looked up): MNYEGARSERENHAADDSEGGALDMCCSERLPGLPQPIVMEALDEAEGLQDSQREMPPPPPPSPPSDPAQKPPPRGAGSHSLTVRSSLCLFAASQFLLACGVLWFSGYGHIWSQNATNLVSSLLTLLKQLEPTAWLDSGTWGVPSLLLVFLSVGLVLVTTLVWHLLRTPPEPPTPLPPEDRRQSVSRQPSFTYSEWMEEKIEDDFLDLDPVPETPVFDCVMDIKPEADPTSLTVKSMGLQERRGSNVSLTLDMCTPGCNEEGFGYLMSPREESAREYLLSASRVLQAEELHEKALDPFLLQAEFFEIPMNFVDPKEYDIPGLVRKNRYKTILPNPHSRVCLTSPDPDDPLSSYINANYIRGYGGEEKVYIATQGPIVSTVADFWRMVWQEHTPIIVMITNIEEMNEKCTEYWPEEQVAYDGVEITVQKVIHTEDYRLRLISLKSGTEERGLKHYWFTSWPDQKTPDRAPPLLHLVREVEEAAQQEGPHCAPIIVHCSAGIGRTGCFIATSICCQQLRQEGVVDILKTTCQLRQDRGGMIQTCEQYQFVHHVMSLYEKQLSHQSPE
#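 System: STEP phosphatase, cell-free reaction; Buffer or medium: Bis-Tris pH 6.0 buffer with DTT, detergent; Incubation: 20 min at room temperature, dark; Measured by: fluorescence, 480/540 nm.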
# NadD inh: inhibitors of Staphylococcus aureus NadD; purified NadD enzyme, colorimetric absorbance read-out; inhibition, % at 20 µM; 360,000 tested, 0.78% active; AID 602399; in the data active = inhibition above about 26%; note: some compounds past the cut are filed as inactive
# Neddylation inh: inhibitors of human cullin neddylation. calls only at 25 µM. TR-FRET cullin neddylation, biochemical. 360,000 tested, 0.58% active; in the data active = inhibition above about 36%
# Numbers without * were called inactive; i = inactive; · = no result given.
1) CC1(C)Cc2ccccc2-c2nnc(SCc3ccccc3)n21
2) Cc1ccc(NC(=O)Cn2nnc(C(=O)NCc3ccco3)c2N)cc1
3) CC(C)c1nc(NCCO)c2nnn(Cc3ccccc3)c2n1
4) COc1ccc(N=C2SC(C(=O)Nc3ccc(OC)cc3)CC(=O)N2CCN2CCOCC2)cc1 (centres undefined)
5) O=C(CSc1nc2ccccc2o1)N1CCOCC1
6) CCC(C)NCC(=O)Nc1cc(S(=O)(=O)N(CC)c2ccccc2)ccc1Cl (centres undefined)
screen / no. | 1 | 2 | 3 | 4 | 5 | 6
DNMT1 block | -2.4 | 2.0 | 0.1 | -0.6 | 0.3 | -10.7
CSN deneddyl inh | 3.0 | -3.8 | 2.5 | -1.5 | -2.2 | -8.5
LMPTP inh | 1.1 | -2.0 | 0.2 | -0.5 | -0.7 | -0.9
Rpn11 block | i | i | i | i | i | i
Rin1 Abl inh | 1.3 | -4.7 | -1.5 | 0.5 | 0.5 | -3.1
SUMO1 PPI mod | 2.6 | 2.4 | 8.1 | -2.0 | 4.4 | 3.1
Scp-1 inhibitor | -9.4 | -1.3 | -5.2 | -0.2 | 1.1 | -5.3
STEP block | -0.2 | -1.8 | 3.4 | -0.7 | -0.7 | -5.4
NadD inh | -1.9 | -5.0 | -1.2 | -3.0 | 0.3 | -7.3
Neddylation inh | i | i | i | i | i | i

7) COC(=O)/C=c1/s/c(=C(/C#N)C(=O)NCc2ccccc2)n(-c2ccccc2)c1=O
8) CC1CCN(C(=O)CSc2nnc3c(n2)[nH]c2ccc(F)cc23)CC1
9) COC(=O)c1ccc2nc(-c3ccc(OC)c(OC)c3)c(CC3CCCCC3)n2c1
10) CN(C)c1cccc(C(=O)NNC(=O)NC2CCCCC2)c1
11) c1ccc(Nc2nc(-c3cccs3)cs2)nc1
12) CC(=O)c1ccc(S(=O)(=O)Nc2ccc(C(=O)NC3CC3)cc2)cc1
screen / no. | 7 | 8 | 9 | 10 | 11 | 12
DNMT1 block | -12.3 | 8.9 | -2.1 | 7.0 | -22.6 | 1.8
CSN deneddyl inh | 12.2 | -0.8 | 10.3 | -7.3 | 9.6 | -0.9
LMPTP inh | 1.7 | -1.9 | 0.8 | -0.5 | 1.7 | 0.4
Rpn11 block | i | i | i | i | i | i
Rin1 Abl inh | 4.0 | 0.9 | 3.1 | 1.8 | -1.7 | -1.4
SUMO1 PPI mod | -16.2 | -2.2 | -6.1 | -1.1 | -12.6 | 4.4
Scp-1 inhibitor | -5.5 | -3.0 | · | -9.1 | -9.3 | 9.8
STEP block | -0.2 | 1.9 | 3.0 | -3.2 | 6.0 | -2.1
NadD inh | 2.8 | 5.6 | 2.3 | 2.9 | -1.2 | -8.5
Neddylation inh | i | i | · | i | i | i

13) O=C(c1ccc2ccccc2c1)N1CCN(S(=O)(=O)/C=C/c2ccccc2)CC1
14) O=C(COc1ccc(Cl)cc1)Nc1ccc2c(c1)OCO2
15) Cc1cc(C)cc(N(C(=O)CNC(=O)c2ccco2)C(C(=O)NC2CCCC2)c2ccncc2)c1 (centres undefined)
16) Cc1ccccc1OC1(C)CCN(Cc2ccc3ccccc3c2)C1 (centres undefined)
17) COC(=O)Cc1ccc(NC(=S)N2CCN(c3ccccn3)CC2)cc1
18) COc1ccccc1N1CCN(C(=O)C(CC(C)C)NC(=O)C2CCCCC2)CC1 (centres undefined)
screen / no. | 13 | 14 | 15 | 16 | 17 | 18
DNMT1 block | -2.7 | -1.0 | 2.8 | -4.3 | 1.0 | 1.1
CSN deneddyl inh | 2.5 | 0.0 | 3.2 | 3.4 | 1.3 | -1.5
LMPTP inh | 3.9 | -0.3 | 0.5 | 0.5 | -0.6 | 1.2
Rpn11 block | i | i | i | i | i | i
Rin1 Abl inh | -2.3 | 0.1 | 1.4 | -2.6 | -1.0 | 0.2
SUMO1 PPI mod | -2.5 | -1.8 | 10.1 | -0.6 | 14.1 | 10.7
Scp-1 inhibitor | -9.3 | -3.4 | -9.8 | · | -7.5 | -2.3
STEP block | 4.9 | -1.0 | 1.6 | -0.7 | 4.0 | -1.6
NadD inh | 4.4 | -3.3 | -10.2 | -10.1 | -5.2 | 0.2
Neddylation inh | i | i | i | i | i | i

# The closing 4 compounds of the part above are carried over, then new ones follow.
15) Cc1cc(C)cc(N(C(=O)CNC(=O)c2ccco2)C(C(=O)NC2CCCC2)c2ccncc2)c1 (centres undefined)
16) Cc1ccccc1OC1(C)CCN(Cc2ccc3ccccc3c2)C1 (centres undefined)
17) COC(=O)Cc1ccc(NC(=S)N2CCN(c3ccccn3)CC2)cc1
18) COc1ccccc1N1CCN(C(=O)C(CC(C)C)NC(=O)C2CCCCC2)CC1 (centres undefined)
19) O=C(c1cc(COc2ccc(F)cc2Cl)on1)N1CCC(c2ccncc2)CC1
20) CSc1ccc(S(=O)(=O)N2CCC(C(=O)NCc3cccnc3)CC2)cc1
21) O=S(=O)(c1ccc(-c2csc(Nc3ccc(Br)cc3)n2)cc1)N1CCCC1
22) CCOc1ccc(C(C(=O)NC(C)(C)C)N(CCOC)C(=O)CCC(=O)Nc2ccccn2)cc1 (centres undefined)
23) O=C(NCc1ccc(Cl)cc1)c1cc2c(s1)CS(=O)(=O)C2
24) O=C(Cc1csc(NC(=O)Nc2ccc(Cl)cc2)n1)NCc1ccccn1
screen / no. | 15 | 16 | 17 | 18 | 19 | 20 | 21 | 22 | 23 | 24
DNMT1 block | 2.8 | -4.3 | 1.0 | 1.1 | -2.9 | 1.7 | -4.5 | 0.2 | -8.1 | -2.0
CSN deneddyl inh | 3.2 | 3.4 | 1.3 | -1.5 | -5.6 | -2.2 | -6.8 | 3.0 | -1.5 | 1.9
LMPTP inh | 0.5 | 0.5 | -0.6 | 1.2 | 0.3 | -2.2 | 2.8 | -2.2 | 0.0 | 1.0
Rpn11 block | i | i | i | i | i | i | i | i | i | i
Rin1 Abl inh | 1.4 | -2.6 | -1.0 | 0.2 | 0.5 | 5.8 | -0.5 | -0.2 | 3.0 | 1.1
SUMO1 PPI mod | 10.1 | -0.6 | 14.1 | 10.7 | 4.1 | 3.7 | -1.6 | 0.7 | -4.8 | 5.1
Scp-1 inhibitor | -9.8 | · | -7.5 | -2.3 | -0.7 | 1.4 | -4.1 | -7.9 | -1.7 | -6.2
STEP block | 1.6 | -0.7 | 4.0 | -1.6 | -3.8 | 1.4 | -4.8 | -1.6 | -3.2 | -0.6
NadD inh | -10.2 | -10.1 | -5.2 | 0.2 | -0.6 | -8.7 | 18.4 | -1.0 | 0.0 | -2.9
Neddylation inh | i | i | i | i | i | i | i | i | i | i

25) CS(=O)(=O)c1cnc(-c2ccccc2)nc1Sc1ccc(F)cc1
26) Cc1ccc(CC2CC(=O)N(c3cc(C)ccc3C)C2=O)cc1 (centres undefined)
27) Cc1cccc(N2CCN(C(C(=O)NCc3ccccc3)c3ccco3)CC2)c1C (centres undefined)
28) CCN(C(=O)c1ccc(NC(=O)Cc2ccccc2)cc1)c1ccccc1
29) O=S(=O)(c1ccc2ccccc2c1)N1CCNCC1
30) CCOC(=O)Cc1csc(NC(=O)c2cccnc2)n1
screen / no. | 25 | 26 | 27 | 28 | 29 | 30
DNMT1 block | 2.8 | 0.2 | · | -1.4 | 3.4 | -2.1
CSN deneddyl inh | -0.8 | 8.7 | 2.9 | 11.4 | 3.5 | -9.2
LMPTP inh | -0.4 | -0.1 | 2.3 | -0.7 | -0.3 | -2.9
Rpn11 block | i | i | · | i | i | i
Rin1 Abl inh | 1.9 | 3.1 | · | 0.8 | -1.7 | 1.6
SUMO1 PPI mod | -7.1 | 1.4 | 2.1 | -0.6 | 2.8 | 3.2
Scp-1 inhibitor | -4.5 | -0.6 | · | -7.2 | -6.0 | -2.2
STEP block | -2.7 | -1.8 | · | 1.4 | -2.2 | 0.6
NadD inh | -3.9 | -3.7 | · | -2.3 | -4.0 | -5.9
Neddylation inh | i | i | i | i | i | i

# Single records, from the list above.
# O=S(=O)(c1ccc2ccccc2c1)N1CCNCC1 as listed: DNMT1 block = 3.4; CSN deneddyl inh = 3.5; LMPTP inh = -0.3; Rpn11 block = i; Rin1 Abl inh = -1.7; SUMO1 PPI mod = 2.8; Scp-1 inhibitor = -6.0; STEP block = -2.2; NadD inh = -4.0; Neddylation inh = i
# Cc1cccc(N2CCN(C(C(=O)NCc3ccccc3)c3ccco3)CC2)c1C (centres undefined) as listed: DNMT1 block = ·; CSN deneddyl inh = 2.9; LMPTP inh = 2.3; Rpn11 block = ·; Rin1 Abl inh = ·; SUMO1 PPI mod = 2.1; Scp-1 inhibitor = ·; STEP block = ·; NadD inh = ·; Neddylation inh = i

# The list goes on.
31) Cc1cc2oc(=O)cc(CSc3nnc(C)n3N)c2cc1C(C)C
32) COc1ccc(OC)c2sc(NNC(=O)COc3ccccc3)nc12
33) C(=N\N1CCOCC1)/c1cccs1
34) CCOc1ccc2ncc(S(=O)(=O)c3ccc(C)cc3)c(N3CCC4(CC3)OCCO4)c2c1
35) COc1ccc(OC)c(S(=O)(=O)N2CCC(C(=O)NC3CCCC3)CC2)c1
36) COCCn1c(COc2cccc(OC)c2)nnc1SCC(=O)NC1CCCCC1
screen / no. | 31 | 32 | 33 | 34 | 35 | 36
DNMT1 block | 2.4 | -0.9 | -1.9 | -4.9 | 0.3 | -0.3
CSN deneddyl inh | 1.0 | -6.5 | -7.8 | 3.0 | -1.6 | 3.2
LMPTP inh | 0.7 | 3.2 | -0.8 | 2.9 | 0.3 | -0.7
Rpn11 block | i | i | i | i | i | i
Rin1 Abl inh | 1.0 | -2.2 | -0.6 | -2.8 | -1.2 | 2.4
SUMO1 PPI mod | -4.2 | -10.4 | 4.2 | -13.6 | 1.7 | -0.7
Scp-1 inhibitor | 3.9 | -6.1 | 0.6 | 0.7 | -1.4 | -0.8
STEP block | -3.0 | 1.1 | 4.2 | -1.4 | 1.0 | 0.1
NadD inh | 0.7 | 3.6 | -3.6 | 5.8 | -3.9 | 3.7
Neddylation inh | i | i | i | i | i | i

37) CC(NS(=O)(=O)c1ccc2c(c1)c(=O)n(C)c(=O)n2C)C(=O)NC1CCCCC1 (centres undefined)
38) O=C(Nc1csnn1)OCc1ccccc1
39) COc1ccccc1CCNC(=O)C(=O)NCC1OCCN1S(=O)(=O)c1ccc([N+](=O)[O-])cc1 (centres undefined)
40) COc1ccc2c(c1OC)C(=O)OC2N1C(=O)CC[C@H]1C(=O)Nc1ccc2c(c1)OCO2 (some centres undefined)
41) O=C(/C=C/[C@H]1O[C@@H](n2ccc(=O)[nH]c2=O)[C@H](O)[C@@H]1O)NCc1cccnc1
screen / no. | 37 | 38 | 39 | 40 | 41
DNMT1 block | -1.3 | 2.7 | 15.7 | -9.1 | 0.1
CSN deneddyl inh | -4.8 | -2.6 | -2.8 | 1.2 | 0.9
LMPTP inh | -2.3 | -1.5 | 1.0 | 3.5 | -0.7
Rpn11 block | i | i | i | i | i
Rin1 Abl inh | 3.4 | 0.1 | 1.8 | 2.8 | 6.4
SUMO1 PPI mod | 2.1 | 1.5 | -36.4 | 0.9 | 3.1
Scp-1 inhibitor | 8.3 | -7.6 | -2.2 | 1.4 | ·
STEP block | 1.5 | 1.3 | 0.7 | -2.2 | 4.9
NadD inh | -4.7 | -0.3 | 7.3 | 1.8 | -1.7
Neddylation inh | i | i | i | i | i
